TRPML3 agonist – activates the human TRPML3 channel. HEK293 TRPML3-YFP, Fluo-8 calcium fluorescence; 100% = the carbachol control signal. activation, % at 3 µM. actives 0.29% (n = 220,000);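 active means activation above its plate's cutoff, the mean activation of the plate's test wells plus 3 SD, cut at about 12% in these data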;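 further: 0% = DMSO only wells and 100% = carbachol wells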
Target sequence (Q8TDD5 whole entry, looked up): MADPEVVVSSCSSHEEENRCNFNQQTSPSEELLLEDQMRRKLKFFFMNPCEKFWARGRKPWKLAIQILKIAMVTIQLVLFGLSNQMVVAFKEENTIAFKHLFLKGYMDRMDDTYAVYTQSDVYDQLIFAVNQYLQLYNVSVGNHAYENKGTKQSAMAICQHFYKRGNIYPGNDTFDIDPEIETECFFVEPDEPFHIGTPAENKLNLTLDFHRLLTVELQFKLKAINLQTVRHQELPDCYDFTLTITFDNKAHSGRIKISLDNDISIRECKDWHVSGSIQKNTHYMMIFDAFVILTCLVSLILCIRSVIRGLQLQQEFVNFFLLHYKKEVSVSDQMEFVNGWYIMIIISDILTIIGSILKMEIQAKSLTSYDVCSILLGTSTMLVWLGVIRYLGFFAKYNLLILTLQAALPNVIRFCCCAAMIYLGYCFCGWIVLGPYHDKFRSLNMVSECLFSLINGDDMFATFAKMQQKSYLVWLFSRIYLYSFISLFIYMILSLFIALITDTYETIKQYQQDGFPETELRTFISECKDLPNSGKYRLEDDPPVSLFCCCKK
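system = HEK293 cells stably carrying human TRPML3-YFP | doses = one concentration, 3 µM nominal, 0.3% DMSO | timing = dye loading 1 h 37 °C then 30 min ambient, 125 s read | detection = Fluo-8 calcium dye fluorescence, ex 470-495, em 515-575 nm | benchmarks = high control carbachol 87 µM, low control DMSO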
PGE2 EP2 inh – inhibitors of human EP2 prostaglandin E2 receptor | AID 1422 | P43116 | C6 glioma cells expressing human EP2, cAMP TR-FRET; cells stimulated with saturating PGE2 | actives 0.52% (n = 260,000) | inhibition, % at 25 µM;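 active means percent inhibition above 40 after rounding to a whole number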;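 further: rat C6 glioma host cells with rolipram phosphodiesterase inhibitor present; the protocol text gives 20 µM as final concentration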
zfTRPN1 agonist – zebrafish TRPN1 (NompC) channel agonism; HEK293 zebrafish TRPN1-YFP, Fluo-8 calcium fluorescence; 100% = response to 87 µM carbachol; activation, % at 3 µM; actives 0.18% (n = 220,000); AID 1424;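 active means activation above its plate's cutoff, the mean activation of test wells on that plate plus 3 SD, cut at about 19% in these data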;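 further: 0% = DMSO alone and 100% = 87 µM carbachol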
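Assay system: Zebrafish TRPN1-YFP in HEK293 cells | Incubation: Dye loading 1 h at 37 °C, then 30 min room temperature | Measured by: Kinetic Fluo-8 fluorescence, ex 470-495, em 515-575 nm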
PPC-1+TRAIL kill – compounds killing PPC-1 cancer cells with TRAIL present (potentiator screen, no TRAIL-free arm) | PPC-1 cells + TRAIL, ATPLite viability luminescence | cell killing (% activity), % at 4 µM | actives 0.41% (n = 220,000) | AID 1443;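 active means cell killing above 50% in the first pass at 4 µM, then a duplicate retest at 5 µM averaging 50% or more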;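 further: plate controls were cells with TRAIL plus DMSO for no effect and medium-only wells lacking cells for full effect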
NPY-Y1 antag – NPY-Y1 (human) receptor antagonism. P25929. HEK293-CNG Y1 cells, membrane potential fluorescence; NPY at EC95, then isoproterenol. actives 1% (n = 200,000). inhibition, % at 3.6 µM;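 active means inhibition above the campaign mean inhibition of all tested compounds plus 3 SD, cut at about 20% in these data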;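 further: 0% = DMSO wells given NPY plus isoproterenol and 100% = isoproterenol alone without NPY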
Target sequence (P25929 whole entry, looked up): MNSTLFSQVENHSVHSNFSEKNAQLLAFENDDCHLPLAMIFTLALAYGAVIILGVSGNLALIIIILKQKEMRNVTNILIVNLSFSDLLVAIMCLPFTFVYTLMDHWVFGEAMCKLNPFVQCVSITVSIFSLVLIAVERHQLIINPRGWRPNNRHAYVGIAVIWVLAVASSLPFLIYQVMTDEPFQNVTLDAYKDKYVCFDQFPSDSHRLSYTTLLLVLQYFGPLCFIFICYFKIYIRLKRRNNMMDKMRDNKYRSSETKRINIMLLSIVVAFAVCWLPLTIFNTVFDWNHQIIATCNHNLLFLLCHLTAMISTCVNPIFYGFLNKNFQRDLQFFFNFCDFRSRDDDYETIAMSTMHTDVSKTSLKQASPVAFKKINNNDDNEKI
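Test system: HEK293 cells co-expressing NPY Y1 receptor and cyclic-nucleotide gated channel; Also added: NPY (25 nM), isoproterenol (1 µM), Ro 20-1724 (25 µM); Compound dosing: one concentration, 3.6 µM, in 0.4% DMSO; Timing: dye 3 h, compound 60 min room temperature, stimulation 45 min; Technique: Membrane-potential fluorescent dye readout.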
14-3-3 Bad PPI – disrupts binding of bovine 14-3-3 zeta to phospho-Bad peptide | TR-FRET 14-3-3zeta/Dy647-pBad peptide displacement, 1 h | inhibition, % at 21.7 µM | actives 0.71% (n = 220,000) | AID 781;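 active means inhibition above about 70%, limit read from the data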;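 further: 0% = full 14-3-3 plus peptide FRET controls and 100% = background without 14-3-3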
NPY1 pot ag – potentiators or agonists of human neuropeptide Y receptor Y1. AID 1304. actives 0.37% (n = 220,000). NPY-Y1 expressing cells, potentiator/agonist activation. P25929. activation, % at 3.6 µM; in the data active means activation above about 33%, passing the limit was not always enough;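 further: cells stimulated with NPY at EC10 then isoproterenol at EC100; 0% = low agonist plus stimulus and 100% = saturating agonist plus stimulus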
EP2 mod – modulates human prostaglandin E2 receptor EP2 signaling; P43116; EP2-expressing cells, cAMP HTRF FRET, PGE2 co-stimulation; induction, % at 25 µM; actives 0.83% (n = 260,000);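 active means compounds whose cAMP rise, as percent of the full-agonist control response, exceeds 60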;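 further: rat C6 glioma line stably carrying human EP2 under a CMV promoter; the protocol text gives 20 µM as final concentration; 100% = response of wells given 1 µM PGE2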
CHOP inh – blocks CHOP induction under ER stress; inhibition, % at 10 µM; actives 3.8% (n = 220,000); CHO-K1 CHOP-promoter luciferase, tunicamycin-induced, 15-18 h;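 active means compounds that reduced the stress-induced luciferase reporter signal by more than about 70% of percent inhibition, limit read from the data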;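 further: 0% = tunicamycin plus vehicle and 100% = wells without tunicamycin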
The depositor's hits bear a star; x = no result given; & = joins results of further samples; [ ] = dose if it differs, or a comment. Not all compounds are listed; rates above refer to the full screens.

Values run as follows: TRPML3 agonist, PGE2 EP2 inh, zfTRPN1 agonist, PPC-1+TRAIL kill, NPY-Y1 antag, 14-3-3 Bad PPI, NPY1 pot ag, EP2 mod, CHOP inh
> Cc1nc(-c2ccccc2)cn2c1nc1ccccc12
  0.4, 4, -1.2, -3, 6, -10, -20, -7, 28
> CN(C)S(=O)(=O)c1ccc(C(=O)Oc2cc(=O)[nH]c3ccccc23)cc1
  0.1, 13, -0.3, 16, -9, 1, 13, 2, 23
> O=C(O)c1ccccc1/C=N/Nc1nc(N2CCCCC2)nc(N2CCCCC2)n1
  1.5, 5, 0.9, 10, -4, -14, -8, 23, -2
> O=C(COC(=O)c1cc([N+](=O)[O-])ccc1NCc1ccccc1Cl)NCC(F)(F)F
  0.8, 5, 0.1, -10, 0, 1, -11, -4, 22
> Fc1ccc(CN2C3=NCCN3c3ccccc32)cc1
  1.4, 7, 1.3, 5, x, -2, -6, -1, -16
> Cc1cccc(NC(=O)COc2ccc(Br)cc2/C=N/O)c1
  2.3, 13, 3.5, 41, 11, 10, -19, -27, 8
> CCOc1ccc(NC(=O)C2CC=CCC2C(=O)O)cc1 (configuration not stated)
  0.1, 3, 0.1, 3, -2, 0, -9, 28, 18
> CCOC(=O)N1CCN(C(=O)COc2ccccc2OC)CC1
  0.1, 3, 1.9, -14, 4, -11[fluorescence artefact?], -15, 8, 6
> COc1ccc(-n2c(Cc3cccn3C)nnc2SCC(=O)Nc2cccc(C)c2C)cc1
  -1.4, 6, -0.4, 20, -1, -5, 14, 20, -3
> COc1cccc(COc2cc3ccccc3nc2C)c1
  1.6, 6, 5.1, -6, 4, -6, -5, -17, 61
> CCOC(=O)c1[nH]c(CSc2nnc(-c3ccc(OC)cc3)o2)c(C(=O)OCC)c1C
  0.3, 0, -0.3, 13, 7, 21, -28, 14, 70*
> O=c1c2cc(N3CCOCC3)ccc2[nH]c(=S)n1CCCN1CCCC1
  1.1, 5, -1.0, 11, -3, -12, -25, -1, -2
> CC1CCN(S(=O)(=O)c2ccc(S(=O)(=O)NCC3COCCO3)cc2)CC1 (configuration not stated)
  0.7, 4, 0.7, -9, -1, 3, -10, 20, 21
> COc1ccc(S(=O)CC(=O)Nc2ccc(Cl)cc2Cl)cc1 (configuration not stated)
  -0.2, 6, -0.8, 24, -2, -6, -3, -8, 0
> CCS(=O)(=O)c1ccc2oc(SCC(=O)NCCc3ccccc3)nc2c1
  1.0, 3, -2.0, 8, 1, -8, 1, -6, 12
> Nc1nnc(CCC2CCCCC2)s1
  0.2, 7, 0.2, 18, 1, 18[fluorescence artefact?], 13, 9, 26
> COc1cccc(N(CC(=O)NC2CCCC2)C(=O)Cn2nnc(-c3ccc(C)cc3)n2)c1
  -0.7, 6&18, -1.4, 18, 1, 14, -15, -1&-16, 45
> O=C1CCCCCN1CP(=O)(O)CN1CCCCCC1=O
  0.3, 9, -0.5, 12, x, 5, 20, 20, 18
> CCC(C(=O)NCCN1CCN(C)CC1)n1c(C)c2cnn(-c3ccccc3)c(=O)c2c1C (configuration not stated)
  0.3, 8, 0.1, 32, -3, -3, 12, 17, -19
> O=C(CCCn1c(=O)c2ccccc2n(Cc2cccc(F)c2)c1=O)NC1CCN(Cc2ccccc2)CC1
  1.0, 7, -0.8, 6, 7, -19, -21, 16, 34

Sorted by molecular weight (high to low): part of the list above.
Values run as follows: TRPML3 agonist, PGE2 EP2 inh, zfTRPN1 agonist, PPC-1+TRAIL kill, NPY-Y1 antag, 14-3-3 Bad PPI, NPY1 pot ag, EP2 mod, CHOP inh
> O=C(CCCn1c(=O)c2ccccc2n(Cc2cccc(F)c2)c1=O)NC1CCN(Cc2ccccc2)CC1
  1.0, 7, -0.8, 6, 7, -19, -21, 16, 34
> COc1ccc(-n2c(Cc3cccn3C)nnc2SCC(=O)Nc2cccc(C)c2C)cc1
  -1.4, 6, -0.4, 20, -1, -5, 14, 20, -3
> COc1cccc(N(CC(=O)NC2CCCC2)C(=O)Cn2nnc(-c3ccc(C)cc3)n2)c1
  -0.7, 6&18, -1.4, 18, 1, 14, -15, -1&-16, 45
> O=C(COC(=O)c1cc([N+](=O)[O-])ccc1NCc1ccccc1Cl)NCC(F)(F)F
  0.8, 5, 0.1, -10, 0, 1, -11, -4, 22
> CCOC(=O)N1CCN(C(=O)COc2ccccc2OC)CC1
  0.1, 3, 1.9, -14, 4, -11[fluorescence artefact?], -15, 8, 6
> CCOc1ccc(NC(=O)C2CC=CCC2C(=O)O)cc1 (configuration not stated)
  0.1, 3, 0.1, 3, -2, 0, -9, 28, 18

(cont.)
Values run as follows: TRPML3 agonist, PGE2 EP2 inh, zfTRPN1 agonist, PPC-1+TRAIL kill, NPY-Y1 antag, 14-3-3 Bad PPI, NPY1 pot ag, EP2 mod, CHOP inh
> CCN1/C(=C/C=C/C=C/c2sc3ccccc3[n+]2CC)Sc2ccccc21
  -0.2, 50*, -0.8, 10, 11, -448, -1, -64, 104*
> CCc1cccc(NS(=O)(=O)c2ccc3c(c2)NC(=O)CC(=O)N3)c1
  0.9, 0, -0.6, 14, -6, -5, 24, -22, 2
> CSc1nc(C)cc(SCCO)n1
  0.4, 5, 0.2, 7, -1, 5, 22, 6, -23
> N=C1C(c2nc3ccccc3[nH]2)=C(O)CN1c1ccc(F)cc1
  0.3, 16, -0.2, 0, 3, 8[fluorescence artefact?], 4, -37, -10
> COCCCNC(=S)NNC(=O)c1csc(C)n1
  1.1, 5, 1.9, 21, x, -6, -18, -23, 7
> O=C(NCCN1CCOCC1)C(Sc1ccccc1)c1ccccc1 (configuration not stated)
  -0.3, 2, 0.2, 6, x, -3, 3, 11, 4
> Cc1ccc(-c2noc(-c3ccccc3F)n2)cc1
  0.7, 8, 2.0, 7, 5, -13, -3, 9, -2
> COc1ccc(OC)c(CNC(=O)C2CCN(S(=O)(=O)N3CCCC3)CC2)c1
  -0.5, 7, -0.4, 1, -3, -1, 11, 22, -6
> O=C(COc1ccc(Cl)cc1Cl)Nc1nnc(C2=COCCO2)o1
  0.3, 4, -0.9, 21, 7, -11, -17, -8, 30
> O=C(O)CCNC(=O)c1ccccc1
  0.9, 15&8, 0.6, 11, 3, -2, 2, 41&23, -8
> COc1ccc(-c2cc(C(F)F)n3ncc(C(=O)Nc4ccc(C(=O)N5CCOCC5)cc4)c3n2)cc1
  0.1, 4, 0.2, 17, 1, -8, -4, 18, 58
> CC1CN(C(=O)c2cc3cc([N+](=O)[O-])ccc3oc2=O)CC(C)O1 (configuration not stated)
  0.4, 1, -0.2, 4, 5, 0, 17, -17, -24
> CCCCCCCCCC(=O)Nc1cccnc1
  0.8, 5, 3.4, 12, 2, -9, -7, 16, -1
> O=C(NCC1CCCO1)c1cc2ccccc2nc1Cl (configuration not stated)
  1.1, 3, 1.4, -17, 1, -9, -3, 34, -16
> Cc1ccc(S(=O)(=O)c2ccc(-n3nc(C)cc3N)cc2)cc1
  0.8, 7, 1.0, 23, 4, -4, -1, -57, 11
> O=C(OC(C(=O)NC1CCCCC1)c1ccccn1)c1cccs1 (configuration not stated)
  -1.2, 8&9, -0.2, 7, 11, 5[fluorescence artefact?], 2, -15&15, -7
> CCOC(=O)c1c(NC(=S)Nc2cc([N+](=O)[O-])ccc2OC)sc2c1CCCCC2
  0.7, 7, -1.4, 27, -5, -10, 19, 22, 28
> COc1ccccc1N=Cc1c(C)c(C#N)c2[nH]c3ccccc3n2c1=O
  1.1, 3, 2.4, 15, -3, -9, -1, -20, 84*
> CCOC(=O)c1ccc(NC(=O)CCOc2ccc(C)cc2)cc1
  0.1, 4, 0.1, -22, 8, -10, 1, 23, 34
> CC(C)c1ccccc1-n1c(SCC(=O)c2ccc3c(c2)NC(=O)CO3)nc2ccccc2c1=O
  0.6, 3, 0.6, 32, 11, -18, -19, -9, 23
> Cc1cccc(CSC2=NCCN2C(=O)C2CC2)c1
  -0.2, 12, 0.7, 6, 0, 9, -1, -4, -5
> O=C(c1ccc(CNc2c(NC3CCCCC3)c(=O)c2=O)cc1)N1CCc2ccccc21
  0.8, 8, 1.4, -15, 3, 14, -12, 16, 73*
> CCC(Sc1nc(C)cc(=O)[nH]1)C(=O)Nc1sc2c(c1C#N)CCCC2 (configuration not stated)
  1.0, 10, 5.5, -13, 4, -4, 28, 28, 19
> O=C(CSc1nnc(Cc2ccccc2)n1-c1ccc(Cl)cc1)N1CCOCC1
  0.8, 10, 0.3, 2, 0, -2, -5, 28, 36
> O=C(C[n+]1cccc(NC(=O)c2ccccc2)c1)c1ccccc1
  -0.1, x, 1.1, 3, -2, -10[fluorescence artefact?], -5, 26, 21
> COc1ccc(C(=O)Nc2ccc(S(=O)(=O)NCc3ccco3)cc2)cc1OC
  -0.1, 3, 0.6, 24, -5, 7, 15, -2, 43
> COc1cc(O)cc2occ(-c3ccc(O)cc3)c(=O)c12
  0.2, 9, 0.3, 12, -4, -1, -6, -26, -10
> COc1ccccc1CNC(=O)c1c(O)c2cc(OC)c(OC)cc2[nH]c1=O
  0.8, 13&8, 0.8, 13, -5, 9, 10, 15&-18, 4
> Cc1cc(C(=O)COC(=O)c2ccc([N+](=O)[O-])o2)c(C)n1CC1CCCO1 (configuration not stated)
  1.3, 6, 0.2, -5, -3, -3, 0, -76, -11
> COC(=O)CCN1CCC(C(N)=O)CC1
  2.6, 12, -0.2, -24, 3, 3, 9, 22, 0
> CSc1nc(Cc2ccccc2)nc2ccccc12
  -0.2, 12, -0.4, 0, 6, 1, 1, 62*, 44

Compound activity from PubChem.
